Screens: PubChem, National Center for Advancing Translational Sciences (NCATS)
DT40 TDP1 no CPT: qHTS for Inhibitors of human tyrosyl-DNA phosphodiesterase 1 (TDP1): qHTS in cells in absence of CPT; DT40 Tdp1-/- hTDP1 cells, no CPT, ATP luminescence, 48 h; Potency, µM (highest dose often 46.2 µM), without a hit: at the highest dose activity change, negative = growth inhibition, hits mostly inhibitors; 420,000 tested, 15% active; AID 686978, 2013; further: nearly all actives have a fitted effect of over 55% in size
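Growth of hTDP1-complemented DT40 Tdp1-knockout cells is measured by ATP luminescence after at least 48 hr compound exposure at 37 °C, with DMSO substituting for the 20 nM CPT used in the parallel screen.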
TDP1 cell CPT: qHTS for Inhibitors of human tyrosyl-DNA phosphodiesterase 1 (TDP1): qHTS in cells in presence of CPT; 420,000 tested, 12% active; AID 686979, 2013; chicken DT40 Tdp1-/-;hTDP1 cells + 20 nM CPT, ATP luminescence, 48 h; Potency, µM (series often up to 46.2 µM), without a hit: at the highest dose activity change, negative = growth inhibition, most hits filed as inhibitors; further: nearly all actives have a fitted effect of over 55% in size
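Chicken DT40 Tdp1-/- cells stably complemented with human TDP1 were seeded at 400 cells/well in medium containing 20 nM camptothecin, exposed to pin-transferred compounds, and grown at 37 °C for at least 48 hr. Viability was read as ATP luminescence.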
GCN5L2 inh: qHTS Assay for Inhibitors of GCN5L2 | Histone acetyltransferase KAT2A (Homo sapiens), Q92830 | GCN5L2 HAT assay, ThioGlo1 CoA-SH fluorescence | Potency, µM (series often up to 58.9 µM), without a hit: at the highest dose activity change, negative = inhibition, actives largely listed as inhibitors | 390,000 tested, 0.21% active
Target sequence (Q92830 whole entry, looked up): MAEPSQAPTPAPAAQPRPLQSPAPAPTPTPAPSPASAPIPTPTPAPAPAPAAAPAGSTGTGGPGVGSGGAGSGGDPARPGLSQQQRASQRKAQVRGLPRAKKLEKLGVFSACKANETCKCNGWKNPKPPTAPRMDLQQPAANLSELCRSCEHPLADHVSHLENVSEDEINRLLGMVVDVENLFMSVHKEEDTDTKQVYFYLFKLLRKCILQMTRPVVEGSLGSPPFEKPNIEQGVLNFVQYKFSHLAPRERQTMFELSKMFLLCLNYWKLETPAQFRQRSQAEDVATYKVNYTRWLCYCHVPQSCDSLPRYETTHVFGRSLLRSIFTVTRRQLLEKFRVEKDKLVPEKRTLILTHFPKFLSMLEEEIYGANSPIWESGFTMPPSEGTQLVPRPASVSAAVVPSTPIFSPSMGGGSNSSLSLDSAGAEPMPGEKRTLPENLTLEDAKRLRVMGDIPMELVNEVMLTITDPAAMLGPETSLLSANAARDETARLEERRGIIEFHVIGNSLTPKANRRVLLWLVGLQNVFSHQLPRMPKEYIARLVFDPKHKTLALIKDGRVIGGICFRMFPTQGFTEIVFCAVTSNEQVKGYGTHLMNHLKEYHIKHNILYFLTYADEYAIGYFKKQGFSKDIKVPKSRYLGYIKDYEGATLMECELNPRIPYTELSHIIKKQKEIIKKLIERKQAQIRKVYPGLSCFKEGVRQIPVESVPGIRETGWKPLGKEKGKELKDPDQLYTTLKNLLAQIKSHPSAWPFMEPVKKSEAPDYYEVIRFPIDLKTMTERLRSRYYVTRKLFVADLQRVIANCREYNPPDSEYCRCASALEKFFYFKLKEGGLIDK
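Preincubate 20nM GCN5L2 with compound 15 min, RT → add 50uM ThioGlo1 + 75uM H3(1-25) + 70uM acetyl-CoA → read fluorescence 0 and 20 min. Primary qHTS; fluorescent artifacts likely.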
Starred values were filed as active, the others as inactive; u = inconclusive; x = not tested or not shown; [ ] = remark or other dose. The call rests on the fitted dose curve; in most records, active means well fitted curve in the direction sought with a large enough effect; inconclusive means small, poorly fitted or top-dose-only effect, or another doubt; inactive means no such curve, though single readings can be large; an effect the other way counts as inactive or inconclusive. On the % scale 0 is the no-effect control and ±100 the full control effect; potency means the concentration at half of the fitted maximal effect. These rows are one share of the data; count on the stated rates, not on these rows.

The first five compounds, to show the layout:
SMILES	DT40 TDP1 no CPT	TDP1 cell CPT	GCN5L2 inh
COc1ccccc1CCNC(=O)c1cccc(S(=O)(=O)N2CCc3ccccc3C2)c1	u	-23%	-6%
CCOC(=O)c1c(C2CC2)csc1NC(C)=O	u	-7%	u
CC(C)(C)OC(=O)N[C@H](Cc1ccccc1)C(=O)N1CCC[C@@H]1C(=O)O	-2%	0%	-2%
C=CCNC(=O)C1CCC(C(=O)NCC=C)CC1 (centres undefined)	-11%	2%	-11%
COc1cccc(C(C(=O)NC2CCCCC2)N(CCN2CCOCC2)C(=O)C2COc3ccccc3O2)c1 (centres undefined)	2%	17%	-6%

Main list, previewed entries included:
SMILES	DT40 TDP1 no CPT	TDP1 cell CPT	GCN5L2 inh
COc1ccccc1CCNC(=O)c1cccc(S(=O)(=O)N2CCc3ccccc3C2)c1	u	-23%	-6%
CCOC(=O)c1c(C2CC2)csc1NC(C)=O	u	-7%	u
CC(C)(C)OC(=O)N[C@H](Cc1ccccc1)C(=O)N1CCC[C@@H]1C(=O)O	-2%	0%	-2%
C=CCNC(=O)C1CCC(C(=O)NCC=C)CC1 (centres undefined)	-11%	2%	-11%
COc1cccc(C(C(=O)NC2CCCCC2)N(CCN2CCOCC2)C(=O)C2COc3ccccc3O2)c1 (centres undefined)	2%	17%	-6%
COc1ccc(OC)c(CNC(=O)C(C)n2c(C)c3cnn(-c4ccccc4)c(=O)c3c2C)c1 (centres undefined)	12µM*	u	-1%
COc1ccc(C2CC(c3ccccc3)=NN2C(=O)CSc2nnnn2-c2cccc(C)c2)cc1 (centres undefined)	-16%	-17%	x
C=CCn1c(C)nnc1SCC(=O)N1c2ccccc2NC(=O)C1(C)C	u	9%	x
CCOC(=O)CSc1nc2cc(OC)c(OC)cc2cc1C#N	18µM*	u	x
COc1ccccc1OCCSc1nc2ccccc2n1CC(=O)O	-10%	-7%	x
Cc1ccc(CO)cc1Nc1ncnc2onc(-c3ccc(F)cc3)c12	u	u	1%
CSc1nc(C)c(Cc2ccccc2)c(=O)[nH]1	8%	5%	-4%
CN(C)c1ccc2c3c(ccc(N(C)C)c13)COC2	9%	-8%	-1%
CC(C)Cn1c(NCCO)nc2ccccc21	-14%	-6%	-5%
COC(=O)c1ccccc1NC(=O)CSc1nnnn1CC(=O)O	0%	0%	-1%
COc1cccc2cc(-c3nc(Nc4cccc(C)c4)sc3C)c(=O)oc12	u	u	-14%
CC(C)Cc1nc2oc3c(N4CCN(CCO)CC4)ncnc3c2c2c1CCCC2	13µM*	13µM*	-1%
COC(=O)c1sccc1NC(=S)Nc1ccc(C)cc1	-13%	10%	6%
CCOC(=O)c1ccc(NC(=O)C2CCCN(c3ncnc4onc(-c5ccc(F)cc5)c34)C2)cc1 (centres undefined)	15µM*	21µM*	1%
O=C(O)c1ccc(/C=C2\COc3ccccc3C2=O)cc1	18µM*	u	-9%
CC(=O)c1ccc(NC(=O)c2cnn(-c3cccc(F)c3)c2-n2cccc2)cc1	23µM*	u	-6%
CC1(C(=O)NS(=O)(=O)Cc2cccc(Cl)c2)CCN1C(=O)c1ccc(C2CCCCC2)cc1 (centres undefined)	-3%	-22%	x
O=C(CSc1nc2ccccc2s1)NC1CCCc2ccccc21 (centres undefined)	u	u	-13%
O=C(NCCc1csc(-c2cccc(F)c2)n1)c1ccccc1C(F)(F)F	u	u	3%
Cc1c(OCC(=O)N[C@@H](CSCc2ccccc2)C(=O)O)ccc2c3c(c(=O)oc12)CCC3	-6%	3%	-13%
Other records
SMILES	DT40 TDP1 no CPT	TDP1 cell CPT	GCN5L2 inh
Cc1noc(C)c1C(=O)N1CCC(CO)(Cc2ccccc2)CC1	-22%	u	-1%
CCOc1ccc(NC(=O)Nc2cnccn2)cc1	-10%	2%	-1%
COc1cc(C(=O)NCC(=O)N/N=C/c2ccc(OC(=O)c3ccco3)cc2)cc(OC)c1OC	-21%	1%	-9%
CC(C)(C)c1csc(NC(=O)c2c(F)c(F)c(F)c(F)c2F)n1	u	u	-16%
O=C1c2ccccc2C(=O)N1CCCSc1nc2ccccc2o1	-19%	-4%	-7%
CN(Cc1ccc(C(F)(F)F)cc1)C(=O)C1CC(=O)N(Cc2ccco2)C1 (centres undefined)	-17%	4%	-1%
Cc1ccc2nc(-c3cccc(NC(=O)c4ccco4)c3)[nH]c2c1	-23%	u	-13%
COc1ccc(N2CCN(C(=O)c3oc4ccccc4c3C)CC2)cc1	u	-22%	-2%
COCCCNC(=O)CN(c1cc(OC)ccc1OC)S(=O)(=O)c1ccccc1	-9%	0%	-1%
Cc1cccc(OCCCN2CCCCCC2)c1	-6%	-6%	1%
CCN(CC)C(=O)/C(=C\c1ccc2c(c1)OCO2)NC(=O)c1ccc(Br)cc1	-9%	4%	-1%
COCc1cc(C)nc(N)c1C#N	-19%	-5%	2%
COC(=O)c1ccc2nc(-c3ccc(F)cc3)c(CC3CCCCC3)n2c1	21µM*	26µM*	x
COc1cc(/C=N/Nc2cc(C)nc(NS(=O)(=O)c3ccc(C)cc3)n2)ccc1O	u	6%	6%
O=C(CN1C(=O)NC2(CCCCC2)C1=O)Nc1ccccc1Cl	-25%	-13%	2%
Cc1nc2c(C)cccc2c(SC(=N)N)c1CC=C(Cl)Cl	-21%	-26%	-13%
Cc1cc(N2C3CCC2CC(O)(c2ccc(F)cc2)C3)nc(-c2ccccc2)n1 (centres undefined)	u	u	-1%
COc1ccc(C(CNCC(O)COc2c(C)ccc(C)c2C)N(C)C)cc1 (centres undefined)	12µM*	26µM*	-1%
CC(=O)c1cc2c(cc1N)OCO2	-20%	-14%	5%
COc1cccc(C2C3=C(N=c4s/c(=C\c5cccc(O)c5)c(=O)n42)c2ccccc2CC3)c1OC (centres undefined)	u	-116%	1%
CCOc1ccccc1N1CC(c2nc3ccccc3n2CCCCOc2cc(C)ccc2C)CC1=O (centres undefined)	u	26µM*	-18%
CNC(=O)c1c[nH]c2ccc(S(=O)(=O)Nc3cccc(SC)c3)cc2c1=O	0%	-14%	4%
COc1cc2[nH]c(C(=O)N3CCc4ccccc4C3)cc2c(OC)c1OC	15µM*	u	-3%
Cc1nc(Nc2nc(CSc3ccc(Cl)cc3)cc(=O)[nH]2)nc2ccccc12	u	-25%	40%[activator]
CC1Cc2ccccc2N1S(=O)(=O)c1ccc(Cl)nc1 (centres undefined)	-15%	u	-3%
Other compounds follow:
SMILES	DT40 TDP1 no CPT	TDP1 cell CPT	GCN5L2 inh
O=C(Nc1ncc([N+](=O)[O-])s1)c1cccc([N+](=O)[O-])c1	21µM*	9.2µM*	-19%
CC1=C(C(=O)Nc2ccccc2C)C(c2ccncc2)n2nc(SCc3ccccc3Cl)nc2N1 (centres undefined)	-8%	-4%	-5%
CC(=O)c1ccc(OCC(=O)Nc2cccc(C(=O)Nc3c(C)n(C)n(-c4ccccc4)c3=O)c2)cc1	-29%	u	x
O=C(Nc1nc2c(c(=O)[nH]1)CCCC2)C1CC1	u	u	-5%
COc1ccc(Oc2ncc(CN3CCN(c4ccccc4)CC3)s2)cc1	u	u	-3%
COCCCNC(=O)CC1C[C@H](C(=O)N2CCCCC2)[C@@]2(CCc3ccccc3)c3[nH]c4ccc(OC)cc4c3CCN2C1=O (some centres undefined)	u	u	-14%
COc1ccc(N(CC(=O)NCCSC2CCCCC2)S(=O)(=O)c2ccccc2)cc1OC	u	u	-4%
O=C(OCC(=O)N1CCCCC1)c1cc(=O)[nH]c2ccccc12	3%	6%	-2%
CCC(N1CCOC1=O)S(=O)(=O)c1ccc(C)cc1 (centres undefined)	0%	-5%	2%
Cc1ccc(S(=O)(=O)N2CCC(C(=O)OCC(=O)NC3(C#N)CCCCC3)CC2)cc1C	5%	12%	-1%
CCn1c(C)nc2cc(C(=O)NNS(=O)(=O)c3c(F)cc(F)c(Cl)c3F)ccc21	-10%	2%	-7%
O=C(CCc1ccccc1Cl)Nc1cccc(S(=O)(=O)N2CCCC2)c1	u	-21%	-4%
CCCCN(CC)CCCNC(=O)CCN1N=C(c2ccc(OC)cc2)CCC1=O	-12%	-1%	-2%
COC(=O)CC1C(=O)NCCN1C(=O)CSc1nnnn1-c1ccc(Cl)cc1 (centres undefined)	-18%	1%	3%
O=C(CNC(=O)c1ccccc1)N/N=C/C=C/c1ccccc1	-5%	-11%	0%
CCCCC(=O)NC1(C(F)(F)F)NC(=O)N(Cc2ccccc2)C1=O (centres undefined)	13%	34%[activator]	0%
CS(=O)(=O)c1cnc(-c2ccccc2)nc1Oc1ccc(F)cc1	-15%	-21%	-7%
COc1cccc(/C=N/NC(=O)c2ccccc2N(Cc2ccccc2)S(=O)(=O)c2ccccc2)c1OC	18µM*	23µM*	-14%
COc1ccc(/C=C/C(=O)OCC(=O)NCc2ccccc2Cl)cc1OC	-21%	-21%	-15%
CC(C)(C)NC(=O)CN1CCC(O)(c2ccc3c(c2)OCO3)CC1	-16%	10%	-4%
CC1CN(C(=O)N2CCC(C(=O)NCc3cccs3)CC2)c2ccccc2O1 (centres undefined)	u	-3%	-12%
COC(=O)c1cc(C#N)c(N2CCN(C)CC2)nc1C	3%	7%	0%
COc1ccc(CCNC(=O)C(=O)NCC2OCCN2S(=O)(=O)c2ccc(OC)c(OC)c2)cc1 (centres undefined)	u	-10%	0%
O=C(Cc1ccccc1)NN1C(=O)C2C(C1=O)C1C=CC2C12CC2 (centres undefined)	-3%	1%	0%
O=C(/C=C/c1ccccc1)NCC(=O)N/N=C/c1cccs1	4%	-1%	-38%
(next part)
SMILES	DT40 TDP1 no CPT	TDP1 cell CPT	GCN5L2 inh
Cc1ccc(C)c(C(=O)COC(=O)c2c(-c3ccccc3)noc2C)c1	u	-21%	-2%
COc1cccc2c(=O)n(CC(=O)NC3CCCC3)ccc12	-14%	-9%	-9%
CCN1CCN(c2ccc(Cl)cc2NC(=O)c2ccco2)CC1	u	u	3%
CN1CCN(C(=O)c2ccc3c(c2)N(Cc2cccc(Cl)c2)C(=O)c2ccccc2S3=O)CC1 (centres undefined)	-13%	-4%	x
O=C(NCC1CCCO1)c1cc(-c2ccco2)nc2ccccc12 (centres undefined)	-26%	-21%	u
COCCSc1ccccc1C(=O)N1CCN(Cc2ccc3c(c2)OCO3)CC1	-24%	-15%	-15%
CC(CNS(=O)(=O)c1ccc2c(c1)NC(=O)CCS2)c1ccccc1 (centres undefined)	-24%	-28%	1%
Fc1ccc(-[n+]2nc(Nc3ccccc3)sc2-c2cccc(Cl)c2Cl)cc1	u	u	-8%
CC(=O)c1c(COC(=O)c2ccc(C)cc2)nc2ccccc2[n+]1[O-]	1%	0%	-19%
CCOC(=O)c1sc(=NC(=O)c2cccc(C)c2)n(C)c1C	2%	0%	1%
Cc1cc(=O)oc2c(CN3CCCC3)c(O)c(Cl)cc12	-2%	7%	-29%
CCCCNC(=O)c1ccc(CNS(=O)(=O)c2ccc(Br)cc2)cc1	1%	-24%	-6%
Nc1cc(N)nc(SCC(=O)NC2CCCCCCC2)n1	17%	-2%	3%
CCN(CC)S(=O)(=O)c1ccc(N=NC2=C(O)CC(C)(C)CC2=O)cc1	u	u	-5%
Cc1cccc(NC(=O)c2c([N+](=O)[O-])cnn2C)c1	-4%	-1%	-5%
CCN1c2ccccc2-c2nc3ccccc3n2C1c1ccccn1 (centres undefined)	16µM*	u	-12%
COc1ccc(C(=O)NNC(=O)C(=O)Nc2cccc3ccccc23)cc1	u	u	-17%
CC(C)NC1(C(N)=O)CCNCC1	u	-4%	x
O=C(Cc1ccc(F)cc1)Nc1nccs1	4%	-14%	-6%
O=C(c1cc2c(ccc3ccccc32)oc1=O)N1CCN(CCO)CC1	-13%	-2%	-7%
O=C1NC[C@@H](CCCCN2CCN(CC3CCCCC3)C(=O)C2=O)N(CC2CCCCC2)C1=O	-13%	4%	x
CCN1CCN(S(=O)(=O)c2ccc(Cl)c(C(=O)NCc3nc4ccccc4[nH]3)c2)CC1	u	u	0%

Whole records as entered above.
CC(C)(C)NC(=O)CN1CCC(O)(c2ccc3c(c2)OCO3)CC1 as listed: DT40 TDP1 no CPT: -16%; TDP1 cell CPT: 10%; GCN5L2 inh: -4%
O=C(Nc1nc2c(c(=O)[nH]1)CCCC2)C1CC1 as listed: DT40 TDP1 no CPT: u; TDP1 cell CPT: u; GCN5L2 inh: -5%
O=C(CN1C(=O)NC2(CCCCC2)C1=O)Nc1ccccc1Cl as listed: DT40 TDP1 no CPT: -25%; TDP1 cell CPT: -13%; GCN5L2 inh: 2%
